# BH1578 lux ind = quorum light induction in luxS cqsA deficient V. cholerae. activation, % at 18.7 µM. V. cholerae BH1578 lux reporter, luminescence, 6 h. actives 0.16% (n = 350,000); in the data active = activation mostly above about 9.7%, no sharp cut-off; inconclusive = no clear call, values can overlap the other calls; inactive = mostly below about 3.7%; note: not every result past the cut was called active; inactives centre near 0; reference of the scale not given here
# Rv3671c inh = inhibitors of M. tuberculosis serine protease Rv3671c | P9WHR9 | inhibition, % at 5.96 µM | actives 0.048% (n = 320,000); in the data active = inhibition above about 38%;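 note: extracellular domain of Rv3671c used as enzyme; 0% = enzyme with DMSO and 100% = no enzyme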
# 3CLpro inhibitor = SARS-CoV 3CLpro protease inhibition; P0C6X7; inhibition, % at 6 µM; recombinant SARS-CoV 3CLpro, quenched FRET peptide cleavage; actives 0.14% (n = 290,000); in the data active = inhibition above about 12%
# Yp Topo-I inh = Y. pestis Topo-I inhibition via cleavage products; Y. pestis Topo-I cleavage product accumulation, plate reader; activity, % at 10 µM; actives 0.064% (n = 360,000); in the data active = activity above about 50%, passing the limit was not always enough; inconclusive = no clear call, values can overlap the other calls; note: inactives centre near 2
# DUSP3 inh = DUSP3 (human) phosphatase inhibition | recombinant VHR phosphatase, pNPP absorbance | inhibition, % at 13.3 µM | actives 0.52% (n = 290,000) | AID 1654; in the data active = inhibition above about 50%; note: some compounds called inactive have numbers as strong as hits
# PfHsp40 rescue = restores yeast growth despite PfHsp40 toxicity; S. cerevisiae expressing PfHsp40, growth rescue, ATP luminescence; AID 504582; growth rescue, % at 12.5 µM; actives 0.68% (n = 340,000); in the data active = growth rescue above about 28%, passing the limit was not always enough; inconclusive = no clear call, values can overlap the other calls;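 note: yeast W303a lacking pdr1 and pdr3 grown in galactose medium; growth measured after three days at 30 °C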
# Anthrax LF prot = blocks Bacillus anthracis lethal factor protease | AID 588501 | multiplex microsphere protease cleavage assay, LF | inhibition, % at 10 µM | P15917 | actives 0.12% (n = 360,000); in the data active = inhibition above about 30%; inconclusive = no clear call, values can overlap the other calls; note: plate controls were buffer without enzyme for full effect and enzyme alone for no effect
# MazF activator = activators of E. coli MazEF toxin-antitoxin RNase; actives 0.32% (n = 350,000); P0AE70; FAM/BHQ RNA-DNA oligo cleavage fluorescence, 5 h; activation, % at 20 µM; in the data active = activation above about 50%
# PriA SSB inh = blocks PriA binding to SSB C-terminal tail; AlphaScreen SSBct-PriA binding, biotinylated peptide; inhibition, % at 33 µM; actives 0.6% (n = 430,000); AID 1272365; in the data active = inhibition mostly above about 37%, no sharp cut-off; inactive = mostly below about 20%;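 note: plate controls were negative control peptide for no effect and reference peptide for full effect; strong numbers were not always called active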
# TcdB inh = blocks C. difficile toxin B glycohydrolase activity | P18177 | TcdB glycohydrolase enzymatic assay, plate reader | inhibition, % at 9.99 µM | actives 0.24% (n = 350,000); in the data active = inhibition above about 10%
# Target sequence (P18177 whole entry, looked up): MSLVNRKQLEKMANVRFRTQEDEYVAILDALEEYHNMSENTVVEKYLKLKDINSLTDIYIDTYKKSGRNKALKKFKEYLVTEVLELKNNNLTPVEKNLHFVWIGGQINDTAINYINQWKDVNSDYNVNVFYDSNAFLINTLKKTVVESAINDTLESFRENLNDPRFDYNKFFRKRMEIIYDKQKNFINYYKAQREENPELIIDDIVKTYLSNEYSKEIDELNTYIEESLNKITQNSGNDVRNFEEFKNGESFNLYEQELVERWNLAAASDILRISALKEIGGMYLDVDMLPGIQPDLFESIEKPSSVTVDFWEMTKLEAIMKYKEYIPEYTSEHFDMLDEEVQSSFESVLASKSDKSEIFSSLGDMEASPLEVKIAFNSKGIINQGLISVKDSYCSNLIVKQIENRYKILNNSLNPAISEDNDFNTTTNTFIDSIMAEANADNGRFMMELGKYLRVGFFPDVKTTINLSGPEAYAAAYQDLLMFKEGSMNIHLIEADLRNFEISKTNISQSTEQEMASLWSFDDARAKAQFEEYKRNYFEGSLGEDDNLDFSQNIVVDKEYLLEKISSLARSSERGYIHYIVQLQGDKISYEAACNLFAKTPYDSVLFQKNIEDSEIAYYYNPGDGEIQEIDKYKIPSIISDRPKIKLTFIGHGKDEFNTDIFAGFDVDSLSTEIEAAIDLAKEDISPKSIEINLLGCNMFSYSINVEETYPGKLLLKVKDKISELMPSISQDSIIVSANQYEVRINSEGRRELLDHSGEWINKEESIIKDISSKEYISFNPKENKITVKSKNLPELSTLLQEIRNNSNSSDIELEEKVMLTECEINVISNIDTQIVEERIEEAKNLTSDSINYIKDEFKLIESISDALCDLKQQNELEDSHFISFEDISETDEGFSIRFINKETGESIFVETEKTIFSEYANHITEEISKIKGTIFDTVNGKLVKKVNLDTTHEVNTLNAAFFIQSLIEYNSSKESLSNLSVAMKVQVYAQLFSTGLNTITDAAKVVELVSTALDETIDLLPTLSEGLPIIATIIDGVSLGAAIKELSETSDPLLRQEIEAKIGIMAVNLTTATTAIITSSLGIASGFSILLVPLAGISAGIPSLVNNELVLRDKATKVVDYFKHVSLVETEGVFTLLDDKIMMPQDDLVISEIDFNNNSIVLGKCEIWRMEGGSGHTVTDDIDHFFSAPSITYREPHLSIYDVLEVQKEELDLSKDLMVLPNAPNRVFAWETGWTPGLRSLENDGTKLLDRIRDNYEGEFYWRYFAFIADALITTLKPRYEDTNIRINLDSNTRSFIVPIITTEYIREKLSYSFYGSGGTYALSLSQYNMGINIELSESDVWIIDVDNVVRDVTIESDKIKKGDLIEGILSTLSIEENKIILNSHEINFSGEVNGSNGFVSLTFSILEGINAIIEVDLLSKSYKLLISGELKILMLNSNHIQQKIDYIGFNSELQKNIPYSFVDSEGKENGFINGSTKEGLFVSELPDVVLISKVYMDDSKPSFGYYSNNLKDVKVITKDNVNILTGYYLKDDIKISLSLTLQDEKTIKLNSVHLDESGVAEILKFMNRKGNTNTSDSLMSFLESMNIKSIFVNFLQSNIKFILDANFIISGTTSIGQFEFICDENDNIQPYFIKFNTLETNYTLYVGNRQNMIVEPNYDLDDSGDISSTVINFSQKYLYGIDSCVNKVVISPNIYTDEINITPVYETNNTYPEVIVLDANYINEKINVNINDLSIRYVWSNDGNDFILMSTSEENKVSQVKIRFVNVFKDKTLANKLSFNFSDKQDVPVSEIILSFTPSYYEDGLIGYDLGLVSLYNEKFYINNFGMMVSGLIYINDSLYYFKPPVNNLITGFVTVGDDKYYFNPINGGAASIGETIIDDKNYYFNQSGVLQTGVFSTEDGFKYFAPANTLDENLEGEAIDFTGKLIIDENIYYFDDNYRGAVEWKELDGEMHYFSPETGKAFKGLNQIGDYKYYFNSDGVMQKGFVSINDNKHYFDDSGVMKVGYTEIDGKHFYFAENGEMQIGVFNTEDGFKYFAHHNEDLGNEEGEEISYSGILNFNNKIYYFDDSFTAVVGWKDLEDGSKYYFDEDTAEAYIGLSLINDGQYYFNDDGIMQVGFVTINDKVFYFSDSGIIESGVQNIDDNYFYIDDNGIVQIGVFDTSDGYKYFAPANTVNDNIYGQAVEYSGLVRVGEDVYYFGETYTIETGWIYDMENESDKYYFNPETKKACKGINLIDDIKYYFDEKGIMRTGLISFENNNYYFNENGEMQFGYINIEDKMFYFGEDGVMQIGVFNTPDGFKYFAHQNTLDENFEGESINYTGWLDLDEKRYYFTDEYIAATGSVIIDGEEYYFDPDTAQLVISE
# Active calls of the source: *; i = inactive; ? = inconclusive; nt = no result given; & = joins results of further samples. These rows are one share of the data; rates above refer to the full screens.
nr	Molecule	BH1578 lux ind	Rv3671c inh	3CLpro inhibitor	Yp Topo-I inh	DUSP3 inh	PfHsp40 rescue	Anthrax LF prot	MazF activator	PriA SSB inh	TcdB inh
1	CCCC/C=C/C(NC(=O)c1ccc(-c2ccccc2)cc1)c1ccccc1 (centres undefined)	-0.4	-7	nt	-1	nt	-0.9	3	5	-16	0.5
2	CC1(C(=O)N2CCN(c3ccccc3)CC2)CC1(Cl)Cl (centres undefined)	i	1	0	-8	18	-0.4	-1	17	17	-0.5
3	CSc1cccc(NC(=S)N(Cc2ccccc2)Cc2ccccn2)c1	-0.5	2	1	10	8	8.9	5	2	-7	1.9
4	O=C(CN1CCSc2ccccc21)NCCCc1ccccc1	-1.7	2	5	-3	22	1.2	-5	5	0	4.6
5	CC(=O)N1CCCN(Cc2cn(-c3cccc(C)c3)nc2-c2cccc(F)c2)CC1	-0.4	9	-3	14	16	-0.1	-9	2	6	2.4
6	Cn1c(=O)c2cc(NC(=O)Cc3ccccc3F)ccc2n1Cc1ccc(Cl)cc1	-3.3	nt	nt	15	nt	nt	-1	nt	nt	0.1
7	CCOC(=O)CSc1nn(C)c(=S)s1	-0.1	11	-1	-5	32	0.1	1	0	-5	0.9
8	CCN(C(=O)CCN1C(=O)c2ccccc2S1(=O)=O)c1ccccc1	i	3	nt	-10	nt	1.9	-5	2	-7	-0.9
9	CCOC(=O)N1CCN(C(=O)C2CCN(S(=O)(=O)c3ccc(Br)s3)CC2)CC1	i	4	10	16	-6	-0.6	-5	-8	-11	nt
10	Cc1c(C(=O)Oc2cccc3cccnc23)cccc1[N+](=O)[O-]	-0.3	1	-2	4	7	0.6	-3	4	17&10	2.8
11	COc1ccccc1NS(=O)(=O)c1cc(Cl)ccc1OC	nt	-6	1	3	6	0.1	-2	5	-27	nt
12	COc1cc(C)nc(N2CCC(C(=O)NC3CCCCC3)CC2)n1	-3.3	2	8	-7	25	-0.2	-5	3	-22	0.3
13	O=C(Nc1cccc(F)c1)Nc1ccc2c(c1)OCO2	-0.4	nt	-6	3	19	0.8	6	1	-8	2.3
14	CC(C)OC(=O)C1C(=O)CC(C)(O)C(C(=O)OC(C)C)C1c1ccc([N+](=O)[O-])cc1 (centres undefined)	-0.2	6	-3	0	18	0.2	-4	-2	-7	-0.6
15	O=C(CCC(=O)Nc1ccccc1Cl)NNC(=O)c1ccco1	0.6	-6	1	-1	-5	-0.1	0	5	-9	nt
16	O=C(Nc1cnc2ccccc2c1)N1CCOCC1	0.3	12	-6	-7	13	-0.3	0	7	-9	nt
17	COC(=O)c1ccc(=O)n(Cc2ccc3c(c2)OCO3)c1	-0.2	4	-1	2	30	2.5	0	-8	3	nt
18	O=Nc1c(-c2c(O)[nH]c3cc(Br)ccc23)[nH]c2ccccc12	-0.3	-99	1	-9	10	1.2	-36	55*	24	-1.2
19	O=C(C1CCC1)N1CCN(c2ccc(C(F)(F)F)cc2[N+](=O)[O-])CC1	4.3	nt	-2	-4	5	6.6	-3	2	2	0.9
20	CN(C)c1cc(=O)n2c(n1)SCCC2	-0.7	0	-6	-3	32	-0.4	-1	-4	-25	nt
21	Cn1c(SCC(=O)Nc2ccccc2F)nnc1-c1cc2ccccc2o1	-0.3	4	3	20	19	-0.1	-6	18	-1	nt
22	CC(CCc1ccccc1)NC(=O)C1CCN(c2nnc(-n3cccc3)s2)CC1 (centres undefined)	-0.2	2	3	8	32	-1.0	0	2	-7	1.0
23	COc1ccc(CN2CCc3ccc(NC(=O)c4ccncc4)cc3C2)c(F)c1	-0.2	-3	1	1	20	2.3	0	8	2	-3.4
24	CC12CCC(=O)N1C(C(=O)Nc1nc(-c3ccc(F)cc3)cs1)CS2 (centres undefined)	i	-2	nt	9	nt	-1.9	-1	0	-1	2.7
25	CC(C)NC(=O)c1onc(CSc2ccc(F)cc2)c1C(=O)O	-0.5	-8	2	3	25	-0.8	6	2	-11	1.5
26	COc1ccccc1NC(=O)C1CCCN(c2cc(C)nc3ncnn23)C1 (centres undefined)	-0.5	0	-3	0	27	-1.4	-13	2	-20	nt
27	Cc1cc(F)ccc1C(O)c1ncc(-c2ccccc2C(F)(F)F)[nH]1 (centres undefined)	-0.4	nt	nt	7	nt	nt	-3	nt	nt	2.5
28	CCN(CC)C(=O)c1[nH]cnc1C(=O)NCc1ccc(CNC(=O)OC(C)(C)C)cc1	-0.8	-2	nt	8	nt	-0.6	5	1	5	-0.5
29	CCCc1cc(=O)oc2c(C)c(OCC(=O)NCCCn3ccnc3)ccc12	-0.8	5	3	10	39	-0.5	0	5	-6	-0.6
30	COC(=O)c1ccc(-c2ccc(OC)c([C@H]3[C@H]4C=CC[C@@H](C)[C@@H]4C(=O)N3Cc3ccccc3)c2)cc1	-0.3	-2	nt	1	0	-2.2	-1	-30	-13	-0.6

# 3 entries drawn at random from the list so far, as already listed:
nr	Molecule	BH1578 lux ind	Rv3671c inh	3CLpro inhibitor	Yp Topo-I inh	DUSP3 inh	PfHsp40 rescue	Anthrax LF prot	MazF activator	PriA SSB inh	TcdB inh
4	O=C(CN1CCSc2ccccc21)NCCCc1ccccc1	-1.7	2	5	-3	22	1.2	-5	5	0	4.6
13	O=C(Nc1cccc(F)c1)Nc1ccc2c(c1)OCO2	-0.4	nt	-6	3	19	0.8	6	1	-8	2.3
12	COc1cc(C)nc(N2CCC(C(=O)NC3CCCCC3)CC2)n1	-3.3	2	8	-7	25	-0.2	-5	3	-22	0.3

# Following part:
nr	Molecule	BH1578 lux ind	Rv3671c inh	3CLpro inhibitor	Yp Topo-I inh	DUSP3 inh	PfHsp40 rescue	Anthrax LF prot	MazF activator	PriA SSB inh	TcdB inh
31	O=C(COC(=O)CC1CC2CCC1C2)NCc1ccccc1 (centres undefined)	1.3	0	nt	5	nt	2.0	-7	4	-14	1.3
32	CCN1CCN(C(c2cc(OC)ccc2OC)c2nnnn2Cc2ccccc2)CC1 (centres undefined)	-0.6	-15	-1	-4	22	0.2	-1	-3	-6	nt
33	Cc1ccc(Cl)cc1N1CCN(S(=O)(=O)N2CCCCC2)CC1	i	-6	7	9	11	4.9	-2	-11	-27	2.1
34	Cc1cccc(N2CCN(C(=O)C3(S(=O)(=O)c4ccc(Cl)cc4)CC3)CC2)c1C	1.5	1	3	4	28	3.7	-4	1	-3	-0.6
35	COc1ccccc1NC(=O)/C(=N/OCc1ccc(C#N)cc1)C(C)=O	i	-2	9	8	28	-0.6	4	2	nt	-0.2
36	COc1ccc(C)cc1NC(=O)c1ccc(CN2CCc3ccccc3C2)cc1	-0.2	nt	7	-2	1	1.7	nt	3	-2	0.5
37	CCCOc1ccc(C(=O)NCC2OCCc3ccccc32)cc1OC (centres undefined)	-0.7	-4	4	23	-5	0.7	-1	15	-6	0.4
38	CCN(CC)c1ccc(/C=C2\CCC(/C=N/NC(=O)c3ccc(=O)n(C)c3)=C2N2CCOCC2)cc1	i	-20	-2	25	30	0.6	-3	-171	nt	-0.4
39	N#C/C(=C\c1ccc(O)c(O)c1)C(=O)NCCCc1ccccc1	i	6	-4	-6	1	14	-12	-8	-8	-9.0
40	CSc1nsc(SC)c1C(N)=O	-0.4	7	1	1	14	-1.0	5	-5	-1	1.5
41	O=S(=O)(c1cccc2cccnc12)N1CCc2ccccc21	-0.5	-3	7	7	7	0.9	-9	-5	3&-19&0	nt
42	CC(=O)Nc1ccc(/C=N/Nc2nncc3ccccc23)cc1	i	nt	0	8	16	-0.3	0	3	nt	1.1
43	CCN(c1ccccc1)S(=O)(=O)c1nnc(NC(=O)c2ccccc2OC)s1	nt	-16	13*	8	10	-0.5	2	12	-11	1.2
44	O=C(NCCOC(=O)c1ccc(C(=O)OCCNC(=O)c2ccccc2)o1)c1ccccc1	i	-9	2	9	-2	-0.5	-5	3	-4	nt
45	Cc1sc2nc(C(C)Nc3ccccc3N3CCOCC3)[nH]c(=O)c2c1C (centres undefined)	i	-6	9	11	36	-1.0	-3	-1	-3	nt
46	COc1ccc2[nH]c(C)c(CCNC(=S)Nc3ccc(C)cc3)c2c1	-0.3	1	0	-1	-3	1.7	-4	3	30	-1.7
47	Cc1c(C(=O)Nc2ccc(C(=O)Nc3ccccc3)cc2)cccc1[N+](=O)[O-]	-3.1	16	1	6	2	0.6	5	-6	-4	0.9
48	COc1cccc(C2=NOC(C(=O)Nc3ccc(OC)c(OC)c3)C2)c1 (centres undefined)	-0.4	-4	0	0	18	-0.7	0	6	-1	nt
49	Cc1cccc(-c2cc(C(=O)N3CCCc4ccccc43)c3ccccc3n2)c1	-0.2	-9	0	19	-9	-0.2	-3	-33	-1	nt
50	CCOc1ccc(S(=O)(=O)Nc2ccncc2)c(C)c1C	i	3	1	2	3	-1.9	-8	4	-3	-0.7
51	CS(=O)(=O)c1cccc(S(=O)(=O)N2CCN(c3ccccn3)CC2)c1	i	nt	-1	3	4	-1.1	-6	-8	-7	-0.5
52	COn1c(SCc2cccnc2)nc2ccccc2c1=O	-0.5	-7	-2	7	12	-0.8	-4	6	2	nt
53	O=C1CC(c2ccc(F)cc2)Sc2ccccc2N1 (centres undefined)	i	-3	-1	5	-4	1.0	?	-3	4	nt
54	CC(=O)[C@@]1(O)C(C)CC2C3C=C(C)C4=Cc5c(cnn5-c5ccccc5)C[C@]4(C)C3C(O)C[C@@]21C (some centres undefined)	-0.5	-17	5	0	15	-1.8	-1	-6	1	1.5
55	c1ccc(COc2ccc(Nc3ncnc4nc[nH]c34)cc2)cc1	-0.2	9	-1	-13	-6	-0.5	-5	5	22&-6	1.3
56	CCOC(=O)c1cnc2ccccc2c1NCc1ccco1	i	10	-4	19	21	-0.4	15	-9	-5	0.6
57	Cc1ccsc1/C=N/n1c(-c2cc(-c3ccccc3)n[nH]2)n[nH]c1=S	-0.8	-20	3	13	16	0.1	-8	1	nt	0.7
58	O=C(CSc1nnc(-c2cccs2)o1)N1CCCCC1	i	1	1	-10	25	-0.1	4	3	-11	-1.6
59	Cc1ccccc1NC(=O)COC(=O)CCc1nc2ccccc2c(=O)[nH]1	i	9	-4	-1	22	0.1	-5	-5	-20	1.2
60	COc1cccc(COCC(O)CN2CCC(C(N)=O)CC2)c1 (centres undefined)	-0.6	1	0	4	27	-0.5	-1	5	-10	1.8
61	CC1=C(C(=O)Nc2ccccc2Cl)C(c2ccc(N(C)C)cc2)NC(=O)N1 (centres undefined)	i	-10	0	-9	-8	-0.3	7	44	-1	nt
62	Cc1nn(C)c(Cl)c1NC(=O)OCc1ccccc1	-0.4	-7	-2	1	-7	-1.9	-14	-1	-5	1.0
63	O=C(NCc1n[nH]c(=S)n1-c1ccc(Br)cc1)c1ccc(S(=O)(=O)N2CCCC2)cc1	0.6	-4	1	-8	16	0.9	-1	2	3	0.2
64	Cc1ccc(CN2CCN(Cc3cnn(-c4ccc(Cl)cc4)c3)CC2CCO)o1 (centres undefined)	-0.4	-2	-1	14	33	-0.2	-6	-4	-3	-1.9
65	O=C(O)c1ccc(/C=N/n2cc(-c3ccccc3)[nH]c2=S)cc1	i	-3	6	2	10	0.2	2	-4	nt	7.6
66	Cc1ccc(-c2nnc(SCC(=O)Nc3ccccc3N3CCOCC3)o2)cc1	-0.3	nt	0	2	-7	-0.3	-3	10	-8	nt
67	COc1ccc(Cl)cc1C(=O)Nc1cccc(-c2ccc3nncn3n2)c1	-0.3	-22	2	0	-7	0.1	-5	-61	-2	1.4
68	O=C(CC(Sc1ccc(Br)cc1)C(=O)O)c1ccc(F)cc1 (centres undefined)	i	3	11	2	18	7.5	8	-5	-19	1.1
69	COc1ccc(C2C(C(=O)Nc3cc(OC)c(OC)c(OC)c3)c3ccccc3C(=O)N2C)cc1OC (centres undefined)	-0.3	4	0	12	8	-1.4	1	4	-5	0.8
70	CSc1nnc(-c2ccncc2)n1CCCN1CCCC1=O	-0.9	3	-3	0	7	-1.5	2	5	-6	nt
71	CC(=O)c1sc(N/N=C\c2ccc(C)cc2)nc1C	-0.4	-1	0	-5	-5	4.1	-1	-1	nt	1.7
